HIV fusion peptide: inhibitors of HIV fusion peptide binding, primary screen, biochemical, uHTS, fluorescence dequenching (AID 1986) | 290,000 tested, 0.3% active | cell-free peptide binding, fluorescence dequenching, 30 min; higher % means a stronger effect | inhibition, % at 20 µM, or IC50 in µM where a hit was titrated; in the data active = inhibition mostly above about 52%, no sharp cut-off; inactive = mostly below about 76%; also: some results filed as inactive read as strong as hits
Autophagy mod: autophagy modulators in MEF cells, primary screen, imaging, high-content, MEF GFP-LC3 | MEF GFP-LC3 puncta imaging; test concentration mostly 10 µM | calls only at 10 µM (by protocol) | 190,000 tested, 0.98% active | AID 463193, 2010;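 active = percentage of spot-positive cells more than 3 SD above its plate mean, without a fluorescence outlier flag or 80% toxicity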;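 also: spot-positive cell cutoff set from DMSO-treated cells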
MT stabilizer: microtubule stabilizers in HeLa cells, primary screen, imaging, high-content imaging; 200,000 tested, 0.83% active; % tubulin-high responders, % at 10 µM; AID 2205, 2009; HeLa tubulin immunostaining HCS, 24 h; share of cells brighter than vehicle mean+2SD;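 active = plate Z-score above 3 for both tubulin-high and condensed-nucleus cell shares, with cell loss under 80%, at 10 µM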;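 also: anti alpha tubulin signal scored within the nucleus-defined area of each cell; some results filed as inactive read as strong as hits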
Insulin prom up: insulin promoter activators in MIN6 cells, imaging, high-content screening, mouse beta cells; MIN6 insulin promoter-GFP reporter; stronger effect = higher value; z-score at 5 µM; 190,000 tested, 0.3% active; AID 1625, 2009;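 active = z-score above 3 at 5 µM with at least 500 cells counted in the well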
Yfh1-off respiration: enhancers of respiration in Yfh1-depleted yeast, dose response, Friedreich's ataxia, plus single-dose screen (AID 1465). S. cerevisiae Yfh1-off respiration, WST-1 reduction, 72 h; higher fold induction means a stronger effect. one-dose fold induction at 50 µM; EC50 in µM for titrated hits. 220,000 tested, 0.074% active;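 active = fold induction of absorbance versus untreated yeast above a set limit, then at least 30% activation at any dose in follow-up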;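 also: activators that raise dye reduction in frataxin-depleted yeast; strong numbers were not always called active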
AID2073: inhibitors of Mint1-CaV2.2 protein interaction, biochemical, HTRF (AID 2073); HTRF protein-protein interaction, Mint1-CaV2.2; higher % means a stronger effect; Voltage-dependent N-type calcium channel subunit alpha-1B (Homo sapiens); 290,000 tested, 0.19% active; inhibition, % at 20 µM; hits with a dose series show IC50 in µM; in the data active = inhibition mostly above about 51%, no sharp cut-off; also: some results filed as inactive read as strong as hits
Dynein transport: inhibitors of GR-EGFP nuclear translocation, primary screen, dynein cargo transport inhibitor project, imaging, high-content, 3617.4 mouse cells. test concentration mostly 20 µM; stimulated with dexamethasone, 1 µM; stronger effect = lower value. z-score, hits read low. 220,000 tested, 0.47% active. AID 1381, 2008;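 active = plate z-score of nuclear minus cytoplasmic receptor signal below a set negative limit, without overly bright fluorescence or cell loss, cut at about -3.5 in these data, passing the limit was not always enough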;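 also: z-score of nuclear minus cytoplasmic ring GR-EGFP intensity difference per well; some compounds called inactive have numbers as strong as hits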
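medium = tetracycline-free induction medium containing charcoal-stripped FBS | probe or stimulus = dexamethasone, 1.0 µM final | timing = 48 h induction, then 1 h compound, then 30 min agonist, 37 °C | detection = automated 10x imaging of fixed Hoechst-stained cells | read-out basis = nuclear versus cytoplasmic GR-EGFP signal, averaged per well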
bCat nuc transl: modulators of beta-catenin nuclear translocation, primary screen, imaging, HeLa cells, immunofluorescence, high-content; nuclear translocation activity, % at 5 µM; 190,000 tested, 0.3% active;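 active = nuclear translocation activity above 50% at 5 µM, with a well cell count of 50 or more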;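 also: per-cell ratio of nuclear to cytoplasmic median beta-catenin stain intensity; plate controls were DMSO negative control for no effect and GSK-3 inhibitor IX positive control for full effect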
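Test system: human HeLa cells, endogenous beta-catenin. Times: 24 h compound exposure, 37°C. Measured by: beta-catenin immunofluorescence imaging with DAPI.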
WT yeast gro inh: growth inhibition of WT strain, primary screen, mitochondrial fusion inhibitor project, WT and mutant strains, chemical genetic; mitochondrial fusion phenotypic screen; inhibition, % at 10 µM; 190,000 tested, 2.1% active; in the data active = inhibition above about 58%; tested in S. cerevisiae
WT yeast gro inh mutant strain: second read-out of WT yeast gro inh, no call of its own (marks repeat the call); inhibition, %; mitochondrial fusion phenotypic screen, mutant strain inhibition
Dynein transport cytoplasmic EGFP: also measured in Dynein transport; calls as there; z-score; measured here: cytoplasmic GR-EGFP intensity; stronger effect = higher value
Dynein transport nuclear GR-EGFP: further read-out of Dynein transport, marked with its call; z-score; measured here: nuclear GR-EGFP intensity;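 lower value marks the stronger effect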
Dynein transport cell count: second read-out of Dynein transport, no call of its own (marks repeat the call); z-score; measured here: cell count per field
Insulin prom up cell count: also measured in Insulin prom up; calls as there; cell count; measured here: cytotoxicity, nuclei count;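 total cells summed across four imaged fields per well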
bCat nuc transl cell count 5 µM: recorded beside bCat nuc transl, whose call it bears; cell count; measured here: cell count, cytotoxicity flag
MT stabilizer Hoechst-high %: further read-out of MT stabilizer, marked with its call; % Hoechst-high responders; measured here: nuclear condensation Hoechst responders;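 share of cells brighter than vehicle mean plus two SD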
MT stabilizer cytotoxicity %: recorded beside MT stabilizer, whose call it bears; toxicity, %; measured here: cytotoxicity by cell density;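 0% = mean cell density of plate MIN control wells and 100% = no cells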
Autophagy mod cell loss 18 h: second read-out of Autophagy mod, no call of its own (marks repeat the call); toxicity, %; measured here: cell loss, nuclei count;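 cell loss after 18 h compound exposure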
* hit, by the source's call; i = inactive; . = no result given; + = active, no number.

SMILES	HIV fusion peptide	Autophagy mod	Autophagy mod cell loss 18 h	MT stabilizer	MT stabilizer Hoechst-high %	MT stabilizer cytotoxicity %	Insulin prom up	Insulin prom up cell count	Yfh1-off respiration	AID2073	Dynein transport	Dynein transport cytoplasmic EGFP	Dynein transport nuclear GR-EGFP	Dynein transport cell count	bCat nuc transl	bCat nuc transl cell count 5 µM	WT yeast gro inh	WT yeast gro inh mutant strain
Cc1cccc(Oc2ccc(NC(=O)c3ccccc3C(=O)O)cc2)c1C	3.4%	i	-3	0.2	3.7	9.1	-0.52	1156	i	4%	-0.23	0.8	0.51	-0.76	0.2	992	-17	-10
COc1ccc(S(=O)(=O)N(C)CC(=O)N2CCN(Cc3ccccc3)CC2)cc1C	0.1%	i	7	2.7	2.6	8.8	0.59	917	i	6%	-0.62	-0.23	-0.44	0.98	-2.2	1194	7	17
CC(C)(C)c1ccc(C(=O)Nc2nnc(Cc3c[nH]c4ccccc34)s2)cc1	7.3%	i	-2	4.3	3.4	8.4	0.15	1302	i	4%	0.54	-0.28	0.11	-0.32	-0.3	513	10	-20
Cn1nnc(NC(=O)COc2ccc(C3CCCCC3)cc2)n1	-0.2%	i	-7	3.7	2.9	7.9	0.33	1380	.	19%	-0.61	-0.23	-0.3	0.72	1.2	1117	-3	-2
O=C1CCC(C(=O)Nc2cccc3ccccc23)N1 (stereo not drawn)	-1.1%	i	-6	1.4	0.3	25	0.78	1162	.	-14%	0.26	-0.14	0.47	-0.85	0.9	906	12	4
COC(=O)CSc1nnc(-c2cnccn2)n1C	-0.7%	i	-9	3.2	1.4	3.3	.	.	i	-6%	-0.73	0.13	-0.34	0.82	-1.4	1157	-6	0
Cc1cc(C)cc(NC(=S)NC2CC3CCCC(C2)N3C2CC2)c1 (stereo not drawn)	-0.4%	i	6	4.5	1.2	9.2	-0.81	1524	i	35%	-0.027	-0.018	-0.3	-0.19	-0.1	1538	-3	23
O=C1CCCC(O)=C1C1C2=C(CCCC2=O)OC2=C1C(=O)CCC2	2.1%	i	-12	1.4	1.8	4.1	0.04	1038	i	9%	-0.24	-0.13	-0.13	-1.4	0.3	1492	-5	-18
CS(=O)(=O)N(CC(=O)N1CCCCCC1)c1cccc(Br)c1	1.0%	i	13	3.6	4.0	4.2	-0.16	1153	i	-2%	0.29	-0.12	0.18	0.037	-1.0	1182	1	-1
COc1ccccc1NS(=O)(=O)c1cccc(C(=O)N/N=C/c2c(C)nn(-c3ccccc3)c2N2CCCC2)c1	-1.8%	i	0	1.8	1.7	8.3	-0.48	1301	i	26%	-0.36	-0.22	-0.091	0.15	.	.	7	-10
Cc1cc(C)n(-c2nc(O)cc(=O)[nH]2)n1	1.3%	i	3	3.2	2.1	4.7	.	.	i	-11%	-0.6	-0.2	-0.064	-0.23	-2.2	1142	-5	5
Cc1cc(C(=O)CSc2nnc(-c3cccnc3)n2-c2ccccc2F)c(C)n1CC1CCCO1 (stereo not drawn)	-1.1%	i	2	0.8	1.7	15	0.62	750	i	-9%	-0.64	-0.31	-0.29	0.53	.	.	0	3

Entries from the list above that have an aryl thioether with sulfur outside any ring:
SMILES	HIV fusion peptide	Autophagy mod	Autophagy mod cell loss 18 h	MT stabilizer	MT stabilizer Hoechst-high %	MT stabilizer cytotoxicity %	Insulin prom up	Insulin prom up cell count	Yfh1-off respiration	AID2073	Dynein transport	Dynein transport cytoplasmic EGFP	Dynein transport nuclear GR-EGFP	Dynein transport cell count	bCat nuc transl	bCat nuc transl cell count 5 µM	WT yeast gro inh	WT yeast gro inh mutant strain
COC(=O)CSc1nnc(-c2cnccn2)n1C	-0.7%	i	-9	3.2	1.4	3.3	.	.	i	-6%	-0.73	0.13	-0.34	0.82	-1.4	1157	-6	0
Cc1cc(C(=O)CSc2nnc(-c3cccnc3)n2-c2ccccc2F)c(C)n1CC1CCCO1 (stereo not drawn)	-1.1%	i	2	0.8	1.7	15	0.62	750	i	-9%	-0.64	-0.31	-0.29	0.53	.	.	0	3

The list continues:
SMILES	HIV fusion peptide	Autophagy mod	Autophagy mod cell loss 18 h	MT stabilizer	MT stabilizer Hoechst-high %	MT stabilizer cytotoxicity %	Insulin prom up	Insulin prom up cell count	Yfh1-off respiration	AID2073	Dynein transport	Dynein transport cytoplasmic EGFP	Dynein transport nuclear GR-EGFP	Dynein transport cell count	bCat nuc transl	bCat nuc transl cell count 5 µM	WT yeast gro inh	WT yeast gro inh mutant strain
O=C(O)/C=C/c1ccc2c(-c3ccccc3)onc2c1	25%	i	2	4.1	2.2	2.0	-0.3	1301	i	-4%	0.18	-0.3	-0.1	0.18	-0.6	893	13	18
O=C(Nc1nnc(CSCc2ccccc2F)s1)c1cccc([N+](=O)[O-])c1	18%	i	-3	3.3	2.7	10	-0.45	1445	i	8%	0.54	-0.15	0.14	-0.64	-3.9	1098	19	-17
Cc1cc(C)c(S(=O)(=O)N2CCN(c3nc4c(c(=O)n(C)c(=O)n4C)n3C)CC2)c(C)c1	12%	.	.	.	.	.	0.17	1292	.	-5%	.	.	.	.	-0.8	1178	.	.
CCc1ccc(C(=O)COC(=O)C(Cc2ccccc2)NC(=O)c2ccc(Cl)cc2)cc1 (stereo not drawn)	1.3%	i	6	1.6	1.1	2.3	-0.26	1508	i	-9%	0.96	-0.23	0.28	0.41	3.2	1387	17	9
NC(=O)CCC(=O)N1CCCC(C(=O)c2ccc3c4c(cccc24)CC3)C1 (stereo not drawn)	0.7%	i	-7	2.3	2.6	6.0	-0.04	1108	i	10%	-0.74	-0.22	-0.45	0.48	0.3	1566	-1	-2
Cc1ccc(S(=O)(=O)N2CCCC(C(=O)NCCC(C)C)C2)cc1 (stereo not drawn)	-1.4%	i	8	3.5	1.5	1.6	-0.05	1672	i	-4%	0.064	-0.33	0.27	0.31	0.6	905	-11	-9
OCc1cn(-c2ccccc2)nc1-c1cc2ccccc2o1	0.7%	i	0	4.7	1.1	3.9	-0.22	1401	i	-2%	0.38	-0.35	-0.095	0.58	0.6	1463	19	5
COc1cc([N+](=O)[O-])cc(/C=N/NC(=O)Cn2nc(C)cc2C)c1O	3.6%	.	.	.	.	.	-0.05	1034	.	-6%	1.1	-0.22	1.1	-0.86	0.0	1303	.	.
CCOC(=O)c1ccc(NC(=S)N2CCN(Cc3ccccc3)CC2)cc1	-2.0%	i	2	2.4	2.0	1.3	-0.49	1288	i	-20%	-0.013	-0.22	0.061	0.21	2.8	1120	-15	15
CCOC(=O)COc1ccc(CCNC(C)=O)cc1	-1.2%	i	-2	1.7	0.4	25	-0.91	1300	i	4%	-0.35	-0.2	-0.071	1.3	-4.9	1153	-31	-10
Cc1cc2ccccn2c1C(=O)c1ccc([N+](=O)[O-])o1	-4.6%	+	29*	5.6	2.2	14	0.05	1334	i	-5%	0.27	0.19	0.25	-0.83	-3.0	1081	24	19
O=C(N/N=C/c1ccncc1)c1cccc(NC(=O)c2ccccc2Cl)c1	-0.3%	i	-2	1.8	3.6	10	.	.	i	-4%	0.79	-0.059	0.5	-0.12	-1.9	1064	-9	-4
O=C(N/N=C/c1ccccn1)C1CC1	0.3%	i	-18	0.9	0.8	15	-0.08	971	i	6%	-0.32	-0.26	0.013	0.71	.	.	-4	-4
COc1cc(/C=N/Nc2nc(Nc3ccccc3)nc(N3CCCCC3)n2)ccc1OCC(=O)O	27%	i	14	4.9	2.5	12	1.7	1134	i	18%	-0.87	-0.033	-0.38	0.81	-1.0	995	1	-20
O=C(Nc1ccc(Cl)c(-c2nc3ccccc3[nH]2)c1)c1ccc2c(c1)OCO2	2.1%	i	1	2.4	2.5	6.7	.	.	i	18%	2	-0.22	1.1	-1.7	-1.4	996	41	24
O=C(/C=C/c1cccc([N+](=O)[O-])c1)NCC1CCCO1 (stereo not drawn)	-3.3%	i	-1	2.6	1.6	7.0	0.37	1860	i	2%	-0.4	-0.12	0.26	0.039	-1.5	1010	-5	-1
CC(C)(C)C(=O)Nc1ccc(C(=O)OC2CCCCC2)cc1	1.1%	i	-2	3.5	1.2	7.7	-1	892	i	-3%	0.42	-0.31	0.39	0.067	3.8	1164	16	11
CC1CCN(S(=O)(=O)c2ccc3c(c2)c(=O)c(C(=O)NCc2ccco2)cn3C)CC1	-0.9%	i	24	4.3	1.2	5.2	-0.15	1135	i	17%	-0.84	0.65	0.2	0.93	-2.7	596	-6	-13
FC(F)(F)c1cccc(NC(=S)N2CCN(c3ccccc3)CC2)c1	2.2%	i	-1	2.3	2.7	8.3	1.6	1483	i	-10%	0.29	-0.2	0.23	-1.2	0.2	1032	1	3
CCOc1ccc(CCNC(=O)C2CCN(S(=O)(=O)N3CCC(C)CC3)CC2)cc1OCC	2.3%	i	16	1.6	2.6	6.7	-0.49	1306	i	-2%	-1.1	0.24	0.15	0.43	-2.0	533	-1	-10
O=S(=O)(NCc1csc(-c2ccccc2)n1)c1ccc(Cl)s1	-3.2%	i	-1	3.1	2.5	8.1	.	.	.	9%	-1	-0.16	-0.32	0.26	.	.	22	5
COc1ccc(CNC(=O)C(c2ccncc2)N(C(=O)Cc2cccs2)c2ccccc2C)cc1 (stereo not drawn)	-1.3%	i	1	2.0	2.3	11	-0.37	1868	i	0%	0.96	-0.11	0.18	-0.59	0.9	1062	11	9
C/C=C\C(=O)Nc1cccc(C2=NOC3(C2)C[C@@H](C(N)=O)N(C(=O)C2(C)CC2)C3)c1 (stereo partly drawn)	-0.9%	.	.	.	.	.	0.27	935	i	2%	-0.04	-0.82	0.028	0.46	-3.0	1205	.	.
CC1C=CC(C)C(C(=O)O)C1C(=O)O (stereo not drawn)	18%	i	5	3.7	1.4	4.3	-0.08	1245	i	-11%	1.9	-0.23	1.5	-1	-1.1	1047	25	26

Screening results deposited in PubChem by several laboratories.
